aSyn UTR inh: 5' untranslated region of α-synuclein, MLPCN primary screen; alpha-synuclein 5'UTR reporter, inhibitor activity; inhibition, % (tested at 7.5 µM); 0.82% of 300,000 active; in the data active means inhibition above about 60%;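 further: H4 neuroglioblastoma cells stably carrying SNCA 5'UTR luciferase fusion; 0% = DMSO wells and 100% = positive control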
GSK3A inh: human GSK-3 alpha kinase inhibition | P49840 | ADP-Glo luminescence, 60 min | inhibition, % at 10 µM | 0.1% of 320,000 active;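 in the data active means inhibition above about 50%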;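 further: GST-tagged GSK-3 alpha with peptide substrate and 25 µM ATP; 0% = DMSO neutral wells and 100% = GW8510 positive control wells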
Target sequence (P49840 whole entry, looked up): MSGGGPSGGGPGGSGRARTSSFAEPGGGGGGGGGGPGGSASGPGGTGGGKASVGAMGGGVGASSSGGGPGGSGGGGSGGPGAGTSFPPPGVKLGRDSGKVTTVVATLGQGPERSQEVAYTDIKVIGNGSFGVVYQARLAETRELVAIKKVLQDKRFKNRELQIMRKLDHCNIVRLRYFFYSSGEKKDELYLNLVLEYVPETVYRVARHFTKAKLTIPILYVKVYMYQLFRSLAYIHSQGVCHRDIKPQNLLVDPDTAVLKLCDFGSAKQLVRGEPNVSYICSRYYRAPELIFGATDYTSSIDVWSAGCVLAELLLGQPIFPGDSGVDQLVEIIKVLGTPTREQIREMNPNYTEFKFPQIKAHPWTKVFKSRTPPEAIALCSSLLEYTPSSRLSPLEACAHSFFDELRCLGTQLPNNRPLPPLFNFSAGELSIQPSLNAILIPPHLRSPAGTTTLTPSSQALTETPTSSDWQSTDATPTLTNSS
IEC-6 cytotox: counter-screen for KLF5 inhibitors: cytotoxicity in IEC-6 cells; IEC-6 cytotoxicity, luminescence viability; inhibition, % at 5 µM; 0.78% of 290,000 active; in the data active means inhibition above about 22%;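 further: 0% = plate median of test compound wells and 100% = cytotoxic reference compound wells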
HSP90 inh: blocks HSP90-mediated luciferase refolding in reticulocyte lysate; 0.91% of 290,000 active; inhibition, % at 5.6 µM; Rabbit reticulocyte lysate, luciferase refolding luminescence, 3 h;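 active means inhibition above the screen-wide mean plus 3 SD, computed separately per campaign, cut at about 16% in these data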;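 further: 0% = DMSO wells and 100% = 60 µM geldanamycin wells; inhibitors lower the luminescence because luciferase stays unfolded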
HSF1 activator: increases HSF-1 driven luciferase reporter signal. NIH3T3-HGL HSF-1 luciferase reporter, MG132, 8 h; 100% = twice DMSO control signal. activation, % at 9 µM. 1.7% of 300,000 active;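 active means mean replicate activation of at least 50% with a set share of replicates each reaching 50%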;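 further: 0% = median of the neutral control wells and 100% = twice that signal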
HSF1 inhib: HSF1 inhibition; NIH3T3-HGL HSE-luciferase, MG132-induced, luminescence 8 h; active compounds read low; activity change, negative = inhibition, % at 7.5 µM (by protocol); 0.77% of 300,000 active; AID 2098;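 active means more than half of replicate wells show activity change below -50%, luminescence cut by over half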;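 further: luciferase reports HSF-1 transcriptional activity via heat shock element; 0% = median of DMSO wells and -100% = zero luminescence signal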
HIF act: HIF pathway transcriptional activation. activation, % at 7.5 µM (by protocol). 0.32% of 300,000 active. U2OS HRE-luciferase reporter, luminescence; normalized: DMSO 0%, desferrioxamine 100%. AID 1910;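 active means mean activation of at least 10% of the iron chelator positive control signal, with at least half of replicates also reaching 10%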
GSK3beta inhib: blocks human GSK3beta kinase activity. P49841. GST-GSK3beta kinase, ADP-Glo luminescence, 60 min; active compounds read low. activity score (negative = inhibition), % at 10 µM. 0.038% of 300,000 active. AID 2097;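 active means more than half of replicate wells score below -50%, meaning over 50% inhibition versus plate controls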;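 further: 0% = median DMSO wells and -100% = median GW8510 positive control wells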
Target sequence (P49841 whole entry, looked up): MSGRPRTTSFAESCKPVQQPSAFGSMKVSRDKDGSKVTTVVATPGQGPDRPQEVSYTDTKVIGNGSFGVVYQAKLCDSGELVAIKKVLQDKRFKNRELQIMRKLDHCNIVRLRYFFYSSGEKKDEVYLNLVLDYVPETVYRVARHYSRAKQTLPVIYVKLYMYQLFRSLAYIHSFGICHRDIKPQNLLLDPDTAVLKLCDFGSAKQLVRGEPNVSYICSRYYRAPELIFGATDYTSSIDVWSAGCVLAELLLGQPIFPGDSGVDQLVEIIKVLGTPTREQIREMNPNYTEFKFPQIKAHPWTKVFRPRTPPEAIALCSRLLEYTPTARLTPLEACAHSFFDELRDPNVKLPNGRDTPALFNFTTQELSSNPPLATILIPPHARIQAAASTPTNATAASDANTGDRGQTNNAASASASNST
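Assay system: GST-fused GSK3beta enzyme, cell-free / Medium: Tris pH 7.5 buffer with MgCl2, DTT, BSA, heparin / Also added: peptide substrate plus 25 µM ATP (final) / Compound: 10 µM single point / Timing: kinase reaction with compound 60 min at room temperature / Detection: ADP-Glo luminescence / Benchmarks: DMSO neutral wells and GW8510 at 20 µM as positive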
KLF5 inhibitor: kruppel-like factor 5 inhibition; DLD-1 KLF5 promoter-luciferase reporter, luminescence; inhibition, % at 5 µM; 0.23% of 290,000 active; AID 1700;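 active means inhibition above a per-plate limit of that plate's mean compound inhibition plus 3 SD, cut at about 60% in these data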;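 further: 0% = DMSO wells and 100% = LY294002 at 200 µM; higher means less KLF5 promoter-driven luciferase light; inactives centre near -14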
AI-2 QS modul: modulators of Vibrio harveyi AI-2 quorum sensing system | Vibrio harveyi JMH597 AI-2 luminescence/OD600 ratio, 9 h; active compounds read low; strain lacks LuxN and CqsS sensors; 0 = neutral-control median | activity change, % at 7.5 µM | 0.4% of 300,000 active | AID 2094; in the data active means activity change below about -75%, passing the limit was not always enough;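 further: luminescence divided by OD600 gain over 9 h not by final OD600 alone; inactives centre near 13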
* hit, by the source's call; · = not tested or not shown.

SMILES	aSyn UTR inh	GSK3A inh	IEC-6 cytotox	HSP90 inh	HSF1 activator	HSF1 inhib	HIF act	GSK3beta inhib	KLF5 inhibitor	AI-2 QS modul
CCCC(=O)C1=C(O)C(C(=O)OC)C(C)(C)CC1=Nc1ccc(OC)cc1 (centres undefined)	4	-3	-11	-1	20	2	-0.2	3	-15	6
Cc1c2ccccc2cc[n+]1CCCS(=O)(=O)[O-]	3	·	-5	0	-5	3	-0.3	-3	-17	21
Cc1cc(C)nc(SCC(=O)NNC(=O)c2cccs2)n1	1	3	-1	-4	-3	-1	0.1	2	-24	27
Cc1ccc(S(=O)(=O)N2CCN(C(=O)Cc3ccc(S(=O)(=O)N4CCOCC4)s3)CC2)cc1	8	0	-2	-2	1	12	0.1	0	-29	32
C=CCn1c(SCC(=O)NC2CCCC2)nc2scc(-c3ccco3)c2c1=O	-15	1	-4	-2	61*	13	-0.1	-4	-4	25
O=C(NNS(=O)(=O)c1ccccc1[N+](=O)[O-])c1ccc(F)cc1	-24	-2	2	1	-2	4	-0.5	4	-11	49
CSc1nc(Cc2ccc(Cl)cc2)nc2ccccc12	-5	0	-6	2	40	5	-0.1	2	-14	16
CCCCNC(=O)COC(=O)c1cc2c(C)nn(-c3ccccc3)c2s1	-16	2	-2	3	15	-3	-0.4	1	-12	23
CN(Cc1ccccc1)c1c([N+](=O)[O-])c(=O)n(C)c2ccccc12	21	2	5	6	20	5	0.6	-2	6	1
CSc1ccc(CCNC(=O)c2ccc(CS(=O)Cc3ccc(Cl)cc3)o2)cc1 (centres undefined)	30	-1	3	5	-2	15	-0.4	-1	-36	20
COc1nc(OCC#N)nc(N(C)C)n1	-9	·	4	-3	-1	-8	-0.2	1	-21	26
CCN(CCn1cccn1)C(=O)CC1C(=O)NCCN1Cc1cc(OC)cc(OC)c1 (centres undefined)	11	-1	2	3	-7	-5	-0.2	-3	-15	25
CCOC(=O)CSc1nnc(CNC(=O)Cc2ccccc2)n1-c1ccccc1OC	·	0	0	8	·	·	·	·	28	·
COc1ccc(CN2CCNC(=O)C2CC(=O)N(C)C2CCOCC2)c(F)c1 (centres undefined)	4	-3	5	-1	-3	-3	-0.5	1	-16	20
Cc1ccccc1NC(=O)CCN1CCCC1	-14	5	3	3	8	-1	-0.3	-1	6	22
Cc1nc(NC(=O)CSc2ccccc2N)sc1C	-19	-1	4	-3	9	-9	0.1	1	-4	2
COc1cc(OC)cc(C(=O)Nc2nc(CC(=O)NCc3ccccc3OC)cs2)c1	14	-3	·	·	-6	-6	-0.2	2	·	7
O=C(COc1ccc(Br)cc1)NCCCNC(=O)c1cnccn1	4	0	-2	3	-16	1	1.1	-1	3	9
CN1CCN(C(=S)NC(=O)/C=C/c2ccccc2)CC1	7	-1	-4	1	22	-2	-0.3	-1	-39	13
COc1ccc(OCC(O)CNc2ccc(Br)cc2)cc1 (centres undefined)	2	-5	2	0	9	0	-0.3	2	-24	-74
CCC(Sc1ccccn1)C(=O)Nc1cccc([N+](=O)[O-])c1 (centres undefined)	14	-3	8	1	0	-1	0.2	1	2	28
CCCN(C(=O)c1ccco1)c1nnc(-c2ccncc2)s1	-21	-1	3	-1	0	-7	0.3	1	-9	17
NC(=O)[C@@H]1CCCNc2c(F)cc([N+](=O)[O-])cc2C(=O)N[C@@H](CCC(=O)O)C(=O)N[C@@H](CO)C(=O)N1	3	·	-1	-3	10	-1	-4.5	-3	-6	26
CC(=O)c1c(C)[nH]c(C(=O)N2CC(C)CC(C)C2)c1C (centres undefined)	-4	0	8	0	2	-9	-1.1	-1	-22	12
COc1ccc(-n2cnnc2SCC(=O)Nc2cccc(S(=O)(=O)N3CCCCC3)c2)cc1	22	-5	1	-4	-1	0	-0.2	2	-29	32

Additional structures
SMILES	aSyn UTR inh	GSK3A inh	IEC-6 cytotox	HSP90 inh	HSF1 activator	HSF1 inhib	HIF act	GSK3beta inhib	KLF5 inhibitor	AI-2 QS modul
O=C1C2C3C=CC(C2C(=O)N1CCCO)C1C2C(=O)N(CCCO)C(=O)C2C31 (centres undefined)	6	2	-3	-1	1	-3	0.5	4	13	17
O=C(CCCN1C(=O)/C(=C/c2cccs2)SC1=S)NNC(=O)c1ccncc1	-46	·	0	2	·	·	0.6	-3	-39	-5
CCC(c1nnnn1Cc1cccs1)N1CCN(c2nc3ccccc3s2)CC1 (centres undefined)	-12	-1	-4	-1	16	1	0.0	0	2	0
CS(=O)(=O)Nc1ccc(C(=O)NCCSC2CCCCC2)cc1	-31	-2	4	0	4	-9	0.1	0	-39	19
Cc1ccc(OCC(=O)c2cc(C)n(Cc3ccco3)c2C)c([N+](=O)[O-])n1	44	0	-2	4	-42	-40	-0.6	-4	0	3
COc1cccc(CCc2nnc(CCC(=O)N3CCCC3c3nccs3)o2)c1 (centres undefined)	-17	-2	-5	0	1	-6	0.2	1	4	-3
O=C(Nc1ccccc1)/C(=C/c1ccc(F)cc1)NC(=O)c1ccco1	-3	0	0	9	-7	3	-2.2	·	-20	·
CCOC(=O)N1CCN(C(=O)Cn2ccc3ccccc3c2=O)CC1	-2	-1	1	1	22	1	-29	0	-9	25
O=C(/C=C/c1ccc(Cl)cc1)NC1CCS(=O)(=O)C1 (centres undefined)	-41	-2	-1	-3	6	1	2.6	-1	11	20
Cc1cccc(OCCC(=O)NCC(c2ccccc2)N(C)C)c1 (centres undefined)	-57	0	9	1	34	11	0.0	2	-14	19
COCCCNC(=O)CC(NS(=O)(=O)c1ccc(C)cc1)c1ccc(OC)cc1 (centres undefined)	5	3	0	-2	-80	-77*	-0.3	-3	-28	14
Cc1c(C)n(CCc2ccccc2)c2ncnc(NN)c12	-57	10	3	0	46	15	-19	1	-7	7
COc1ccc(C(=O)COC(=O)c2ccc(Cl)nc2)c(OC)c1	-16	-1	·	·	-4	9	0.0	-2	·	34
CCc1ccccc1NC(=O)C(CC)Sc1nc2cc3c(cc2c(=O)n1Cc1ccco1)OCO3 (centres undefined)	30	1	3	-1	-6	-5	-0.2	-2	-1	34
COc1cccc(NC(=O)CN(C)C(=O)CNC(=O)c2ccc(Oc3ccccc3)cc2)c1	-124	-3	·	·	-4	2	3.6	3	·	30
Cc1ccc(C(=O)CSc2nsc(C)c2C#N)cc1	-149	0	4	-3	16	11	2.3	-9	-81	7
CCN1CCN(S(=O)(=O)c2ccc(Cl)c(C(=O)NC3CCCC3)c2)CC1	-8	-1	·	·	2	-2	0.0	-2	·	20
Cc1ccc(NC2CCCN(C(=O)c3cnsn3)C2)cc1C (centres undefined)	-1	0	0	-4	1	0	0.0	0	-12	-1
COc1cc(C2/C(=C(\O)c3ccc4c(c3)CC(C)O4)C(=O)C(=O)N2Cc2ccco2)ccc1O (centres undefined)	-6	-3	-6	2	6	8	0.1	-1	-31	8
COc1cccc(-c2nnn(CC(=O)NC3CCCC3)n2)c1OC	24	-3	0	-3	7	-5	0.2	1	-15	22
Cn1c(=O)c2cc(S(=O)(=O)Nc3cccc(F)c3)ccc2n(C)c1=O	15	2	-2	4	8	3	-38	2	-19	35
Cc1c(C)c2ccc(OCC(=O)N[C@@H](Cc3ccccc3)C(=O)O)cc2oc1=O	-11	-2	-1	-3	4	-5	-0.4	4	-8	15
Cc1ccccc1NC(=O)CN1C(=S)NC(C)(C)CC1C (centres undefined)	12	1	-2	3	14	-7	-0.6	-4	-2	10
O=C(NCCc1ccncc1)C(F)(F)F	6	-1	-7	2	-11	-2	-1.2	-6	-10	19
CC(OC(=O)c1ccccc1O)C(=O)Nc1ccc(Cl)cn1 (centres undefined)	21	3	-2	-1	-15	-2	0.1	-4	-12	1

Exported with values under each structure: three of the compounds above.
Every second line gives: aSyn UTR inh, GSK3A inh, IEC-6 cytotox, HSP90 inh, HSF1 activator, HSF1 inhib, HIF act, GSK3beta inhib, KLF5 inhibitor, AI-2 QS modul
- C=CCn1c(SCC(=O)NC2CCCC2)nc2scc(-c3ccco3)c2c1=O
    -15, 1, -4, -2, 61*, 13, -0.1, -4, -4, 25
- O=C(/C=C/c1ccc(Cl)cc1)NC1CCS(=O)(=O)C1 (centres undefined)
    -41, -2, -1, -3, 6, 1, 2.6, -1, 11, 20
- Cc1c(C)n(CCc2ccccc2)c2ncnc(NN)c12
    -57, 10, 3, 0, 46, 15, -19, 1, -7, 7

Looked up above.
In AI-2 QS modul, CCOC(=O)N1CCN(C(=O)Cn2ccc3ccccc3c2=O)CC1 shows 25
In HSF1 inhib, COCCCNC(=O)CC(NS(=O)(=O)c1ccc(C)cc1)c1ccc(OC)cc1 (centres undefined) shows -77*

Next records follow.
SMILES	aSyn UTR inh	GSK3A inh	IEC-6 cytotox	HSP90 inh	HSF1 activator	HSF1 inhib	HIF act	GSK3beta inhib	KLF5 inhibitor	AI-2 QS modul
O=C1C(=O)N(Cc2ccccc2)C(=O)N1CCN1C(=O)c2ccccc2C1=O	-6	-2	0	1	3	-8	-0.7	2	-2	-13
CCS(=O)(=O)N1Cc2ccccc2CC1C(=O)Nc1ncc(C)s1 (centres undefined)	-126	-1	4	3	-26	-23	5.7	1	-35	23
CC1(C)S[C@@H]2[C@H](NC(=O)COc3ccccc3)C(=O)N2C1C(=O)OCc1cc2ccccc2n1S(=O)(=O)c1ccccc1 (some centres undefined)	-5	2	-7	6	10	-3	0.3	-1	-33	18
OCc1ccccc1SSc1ccccc1CO	-43	-3	·	·	6	-1	0.2	-4	·	28
NC(N)=Nc1nc2ccc(Br)cc2c(=O)[nH]1	-18	-2	0	2	-24	-6	-0.4	-1	-16	26
CCN(CC)c1ccc2c(-c3ccc(S(=O)(=O)O)cc3S(=O)(=O)[O-])c3ccc(=[N+](CC)CC)cc-3oc2c1	80*	10	9	-5	-22	-18	-28	-11	-14	25
COC(=O)C1CCN(CC(=O)Nc2cc(Cl)ccc2OC)CC1	19	4	3	2	-10	-7	0.3	0	-13	18
O=C(N[C@@H](Cc1ccccc1)C(=O)O)c1ccncc1	12	-2	1	13	7	2	0.0	0	-8	12
COc1ccc(OCC(=O)NC2CC(C)(C)NC(C)(C)C2)cc1	-41	-5	-4	0	-41	-44	·	2	-13	32
CCC(C)NC(=O)c1cc(Cl)c(NC(=O)C2=C(C)OCCS2)cc1OC (centres undefined)	-62	1	5	3	0	0	0.3	3	-31	15
COc1ccc(CNS(=O)(=O)c2ccc(OC)cc2)cc1	-2	-2	-5	3	7	-2	-0.3	0	-12	31
NC(=O)C[n+]1cccc(CNC(=O)c2ccc(OC(F)F)cc2)c1	-10	-1	-9	-9	-10	-6	-0.1	-2	-12	3
CC(=O)c1cccc(NC(=O)C(C)OC(=O)CCC2CCCCC2)c1 (centres undefined)	9	-3	·	·	5	1	-0.2	4	·	7
COc1ccc(C)cc1N(CC(=O)NC1CCCC1)C(=O)CCC(=O)Nc1cc(C)on1	1	1	0	-1	0	-1	-0.7	0	-4	3
Cc1cc(C)cc(NC(=O)C2CCN(c3nc(C)cc(C)n3)CC2)c1	36	-2	-3	3	11	-4	-0.4	-1	-24	30
N/C(Cn1cncn1)=N\NC(=O)c1ccc(Cl)cc1Cl	-2	0	-9	-2	-3	-7	0.0	-1	-8	31
CCOC(=O)c1ccc(NC(=O)CSCCC(=O)O)cc1	-1	-5	-3	-5	4	-8	-1.3	1	-26	34
COc1ccc(C(=O)n2cnc3ccccc32)cc1[N+](=O)[O-]	1	1	6	-6	-9	-10	-1.1	1	-6	-1

Screening results as filed in PubChem BioAssay.
